# Bioassay records from PubChem BioAssay.
# TAAR1 antagonist: human TAAR1 antagonists, primary screen, Fluo-8 calcium fluorescence, CHO RD-HGA16 cells. Trace amine-associated receptor 1 (Homo sapiens), Q96RJ0. antagonist. inhibition, % at 3 µM. actives 1.5% (n = 360,000). AID 624466, 2012;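 active = inhibition above a per-plate cutoff, the mean inhibition of test compounds on that plate plus 3 SD, cut at about 49% in these data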;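 also: 0% = DMSO plus EC80 beta-PEA response and 100% = DMSO alone without agonist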
#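 Assay system: RD-HGA16 CHO cells with stable hTAAR1 and Gα16 / Reagent: EC80 β-phenethylamine stimulus / Doses: 3 µM, single point / Timing: dye loading 75 min at 37 °C, then 30 min room temperature / Measured by: Fluo-8 intracellular calcium dye fluorescence, real-time kinetic reads / Controls: vehicle wells and EC80 agonist wells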
# CHO parental Ca: ATP-evoked calcium signal inhibitors, parental CHO, primary screen, counter-screen for OX1R antagonist project, cell-based, fluorescence, Fluo-8 calcium dye; parental CHO-K1, ATP-induced calcium, Fluo-8 fluorescence; inhibition, % at 5.6 µM; actives 0.63% (n = 330,000); AID 463079, 2010;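 active = inhibition above that plate's mean sample inhibition plus 3 SD, cut at about 26% in these data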;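 also: 0% = ATP-challenged DMSO wells and 100% = DMSO wells without ATP; some compounds past the cut are filed as inactive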
#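 Assay system: untransfected parental CHO cell line. Also added: ATP agonist challenge. Dosing: one dose, 5.6 µM nominal. Measured by: Fluo-8 fluorescence. Read-out: % inhibition. Benchmarks: ATP wells versus no-ATP DMSO wells. Repeats: no replicates.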
# M1 ag: human M1 muscarinic receptor agonists, primary screen, Fluo-8 calcium fluorescence, CHO-K1 cells, HTS | CHO-K1 hM1, agonist mode; 0% DMSO, 100% acetylcholine EC100 | actives 0.33% (n = 360,000) | Muscarinic acetylcholine receptor M1 (Homo sapiens), P11229 | AID 588814, 2011 | activation, % at 3 µM;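 active = activation above the run's mean compound activation plus 3 SD, cut at about 16% in these data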;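 also: peak over basal fluorescence ratio within a 140 s kinetic read after compound addition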
# Target sequence (P11229 whole entry, looked up): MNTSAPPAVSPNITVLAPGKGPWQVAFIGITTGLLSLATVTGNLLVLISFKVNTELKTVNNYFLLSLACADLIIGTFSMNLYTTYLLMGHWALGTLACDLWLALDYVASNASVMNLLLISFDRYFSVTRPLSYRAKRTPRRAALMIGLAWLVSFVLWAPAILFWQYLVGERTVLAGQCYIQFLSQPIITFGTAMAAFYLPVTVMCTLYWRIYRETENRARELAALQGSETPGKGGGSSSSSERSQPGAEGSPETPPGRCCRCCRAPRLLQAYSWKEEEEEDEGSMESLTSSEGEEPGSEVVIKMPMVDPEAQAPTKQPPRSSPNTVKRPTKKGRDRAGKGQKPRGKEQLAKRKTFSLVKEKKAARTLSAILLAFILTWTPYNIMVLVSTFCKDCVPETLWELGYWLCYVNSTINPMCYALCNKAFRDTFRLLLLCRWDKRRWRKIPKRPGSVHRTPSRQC
# CHRM1 PAM: human M1 muscarinic receptor positive allosteric modulators, primary screen, CHO-K1 cells, Fluo-8 calcium fluorescence, 1536-well | actives 0.088% (n = 360,000) | Muscarinic acetylcholine receptor M1 (Homo sapiens), P11229 | activation, % at 3 µM | AID 588819, 2011 | CHO-K1 hM1, ACh EC20; 0% = ACh EC20, 100% = maximal ACh; in the data active = activation above about 19%, passing the limit was not always enough
# V1aR counter: agonists of human V1a receptor, primary screen, counter-screen for OXTR agonist project, fluorescence, CHO-V1R cells | Fluo-8 calcium fluorescence, agonist mode; 0% DMSO, 100% 3 nM vasopressin | activation, % at 3 µM | AID 2797, 2010 | actives 0.25% (n = 320,000);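 active = activation above the mean activation of all tested compounds plus 3 SD, per screening run, cut at about 20% in these data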;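 also: signal is peak over basal fluorescence ratio across a 100 second FLIPR read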
# Target sequence (P37288 whole entry, looked up): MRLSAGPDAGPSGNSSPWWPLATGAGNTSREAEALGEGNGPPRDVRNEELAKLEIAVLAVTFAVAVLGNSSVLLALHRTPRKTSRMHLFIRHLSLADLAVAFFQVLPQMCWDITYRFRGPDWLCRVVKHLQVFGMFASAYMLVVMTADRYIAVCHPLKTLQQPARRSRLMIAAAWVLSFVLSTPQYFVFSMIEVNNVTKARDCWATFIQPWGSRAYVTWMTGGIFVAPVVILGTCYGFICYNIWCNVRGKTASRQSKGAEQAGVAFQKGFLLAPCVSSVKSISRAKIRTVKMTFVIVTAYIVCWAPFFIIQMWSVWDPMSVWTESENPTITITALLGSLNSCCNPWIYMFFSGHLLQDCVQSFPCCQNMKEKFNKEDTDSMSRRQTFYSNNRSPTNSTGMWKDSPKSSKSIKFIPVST
# OXTR potentiate: human OXTR potentiators, primary screen, fluorescence, CHO-OTR cells, Fluo-8 calcium | activation, % at 3 µM | AID 2445, 2010 | Oxytocin receptor (Homo sapiens), P30559 | actives 0.061% (n = 320,000) | Fluo-8 calcium fluorescence, potentiator mode; 0% = oxytocin EC15, 100% = EC100;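 active = activation above that plate's cutoff, the mean activation of tested compounds plus 3 SD, cut at about 6.6% in these data, passing the limit was not always enough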;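 also: 100% uses oxytocin at 75 nM as the full agonist control; some results filed as inactive read as strong as hits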
#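 test system = CHO-OTR cells, human receptor | compound = single-point 3.0 µM | schedule = 6 min compound pre-incubation at room temperature, 100 s kinetic read | signal = Fluo-8 no-wash calcium dye fluorescence, excitation 470-495 nm, emission 515-575 nm | repeats = single well per compound, singlicate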
# TAAR1 agonist: human TAAR1 agonists, primary screen, Fluo-8 calcium fluorescence, CHO RD-HGA16 cells; Trace amine-associated receptor 1 (Homo sapiens), Q96RJ0; vehicle wells 0%, saturating PEA agonist 100%; activation, % at 3 µM; actives 0.99% (n = 360,000); AID 624467, 2012;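 active = activation above the mean activation of all test compounds in the run plus 3 SD, cut at about 38% in these data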
#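 Repeats: no replicates (n 1) | Material: CHO-derived RD-HGA16 cells with stable Gα16 and human TAAR1 | Technique: Kinetic Fluo-8 calcium fluorescence | Schedule: 17-24 h seeding, 75 min 37 °C dye, 30 min RT | Evaluation: % activation from peak over basal fluorescence ratio, DMSO-to-PEA scaled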
# CHRM1 antagonist: human M1 muscarinic receptor antagonists, primary screen, CHO-K1 cells, Fluo-8 calcium fluorescence, 1536-well; actives 1.3% (n = 360,000); Muscarinic acetylcholine receptor M1 (Homo sapiens), P11229; CHO-K1 hM1, ACh EC80 antagonist; inhibition, % at 3 µM;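 active = percent inhibition above its own plate's cutoff, namely the mean of that plate's compound wells plus 3 SD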;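 also: peak over basal fluorescence ratio during 140 s after agonist addition; 0% = ACh EC80 plus DMSO and 100% = DMSO alone without agonist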
# OXTR agonist: human OXTR agonists, primary screen, fluorescence, CHO-OTR cells, Fluo-8 calcium; Oxytocin receptor (Homo sapiens), P30559; actives 0.32% (n = 320,000); activation, % at 3 µM; Fluo-8 calcium fluorescence; normalized: DMSO 0%, oxytocin 100%;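 active = activation above the mean of all tested compounds plus 3 SD, cutoff set per screening run, cut at about 20% in these data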;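 also: peak over basal fluorescence ratio from a 100 s FLIPR kinetic read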
# * hit, by the source's call; . = not tested or not shown; & = joins results of further samples. Random draw from the library; any-hit rate near 3.7%.
SMILES,TAAR1 antagonist,CHO parental Ca,M1 ag,CHRM1 PAM,V1aR counter,OXTR potentiate,TAAR1 agonist,CHRM1 antagonist,OXTR agonist
CCN(CC(=O)Nc1cc(C)c(Cl)cc1OC)CC(=O)NC1CCS(=O)(=O)C1 (stereo not drawn),-25,-12,-6,7,0.4,0,4,-10,-1.1
O=C(NC(=O)N1CCCCC1)c1ccccc1,-7,9,-2,7,0.2,-14,4,-11,-0.2
COc1ccc(C(=O)COC(=O)/C=C/c2ccccc2)c(OC)c1,11,1,-1,22,1.9,-2,23,-5,0.4
CC(Nc1ccc([N+](=O)[O-])cc1[N+](=O)[O-])c1ccccc1 (stereo not drawn),16,.,-9,-5,.,.,-2,-15,.
O=C(COc1ccccc1C(=O)Nc1ccccc1)NCCc1ccccc1,1,4,-3,8,1.7,-8,11,-3,0.4
Cc1ccc2nc(NCCCNC(=O)c3cnccn3)c(C#N)cc2c1,-7,-10,-6,5,0.7,6,2,-6,-2.1
COc1ccc(CNC(=O)[C@@H](NC(=O)C2CCN(S(=O)(=O)c3ccc(C)cc3)CC2)C(C)C)cc1OC,-6,-12,-4,1,-0.3,-5,-1,-3,-0.8
Cc1nc2ccc(NC(=O)COc3ccccc3C)cc2s1,9,-25,0,9,1.8,-16,1,-14,-1.6
Cc1ccc(S(=O)(=O)N2CCC[C@H]2C(=O)OC(C)C(=O)Nc2ncc(Cl)cc2Cl)cc1 (stereo partly drawn),-23,-32,-2,6,0.2,-2,13,-21,-2.3
COc1cccc(C2/C(=C(/O)c3ccc4c(c3)OCO4)C(=O)C(=O)N2CCN2CCOCC2)c1 (stereo not drawn),-5,-8,-2,12,1.6,-5,0,-18,1.0
Cc1ccccc1S(=O)(=O)NC(=NCc1ccc(F)cc1)c1ccccc1,0,-17,-2,0,-0.1,1,1,-4,0.5
O=C(NCc1ccccn1)c1ccc2nc(C3CCCCC3)oc2c1,0,-19,-1,19,0.2,3,0,-3,-0.3
CC(C(=O)NC1=NCCS1)N1C(=O)C2CC=CCC2C1=O (stereo not drawn),1,-11,-5,4,0.3,0,9,-6,1.4
O=C(CCS(=O)(=O)c1ccccc1Cl)Nc1ccc(S(=O)(=O)Nc2ncccn2)cc1,3,5,-3,5,-0.3,-1,-1,-6,0.7
CN(C)C(=O)c1ccc2c3c(cccc13)CC2,0,3,-3,5,-0.2,3,1,-5,0.5
O=C(NN1CCN(Cc2ccccc2)CC1)c1ccc(N2CCOCC2)c([N+](=O)[O-])c1,-2,-7,-6,8,2.5,-5,9,-10,1.1
FC(F)(F)c1ccc(NC(=S)NCc2ccccc2)cc1,34,30*,-4,-21,7.8,-13,13,23,5.5
COc1ccc(NS(=O)(=O)c2ccc(N3CCCCC3)c(N)c2)cc1,15,12,-1,-13,12,-12,20,36*,18
CCN1CCN(Cc2ccc(NC(=O)c3cc(NC(=O)c4cnnc5ccccc45)cc(OC)c3)cc2C(F)(F)F)CC1,-5&10,-10,-11&-11,0&8,1.1,1,3&15,-7&-5,0.0
O=C(Nc1ccccc1Cl)N1CCSc2ccccc21,-8,-6,-1,8,1.6,-2,-2,-13,0.1
COc1cc(/C=C/C(=O)c2ccc3c(c2)OCCO3)cc(OC)c1OC,-14,-6,-2,-1,3.2,-2,7,-3,1.5
CC(C)CNC(=O)C1(C)CCCN1Cc1ccc(OC(F)(F)F)cc1 (stereo not drawn),-13,.,-4,4,.,.,12,-12,.
Cc1ccc(S(=O)(=O)C2(C(=O)NCc3ccccc3Cl)CC2)cc1,-6,-17,-7,9,-1.3,1,-1,-14,-0.5
CCOC(=O)C1(C)CCCN1C(=O)c1c(F)cccc1F (stereo not drawn),-4,.,-2,7,.,.,1,-12,.
CC(C)CN(C(=O)CCC(=O)OCc1ccc(Cl)cc1Cl)c1c(N)n(CC(C)C)c(=O)[nH]c1=O,-32,-16,-4,6,-0.2,-13,8,-1,-0.2

# Results in CHO parental Ca and CHRM1 antagonist, for some of the entries so far:
canonical_smiles	CHO parental Ca	CHRM1 antagonist
CCN1CCN(Cc2ccc(NC(=O)c3cc(NC(=O)c4cnnc5ccccc45)cc(OC)c3)cc2C(F)(F)F)CC1	-10	-7&-5
FC(F)(F)c1ccc(NC(=S)NCc2ccccc2)cc1	30*	23
Cc1nc2ccc(NC(=O)COc3ccccc3C)cc2s1	-25	-14

# Four successive entries already listed, quoted:
SMILES,TAAR1 antagonist,CHO parental Ca,M1 ag,CHRM1 PAM,V1aR counter,OXTR potentiate,TAAR1 agonist,CHRM1 antagonist,OXTR agonist
CC(C)CNC(=O)C1(C)CCCN1Cc1ccc(OC(F)(F)F)cc1 (stereo not drawn),-13,.,-4,4,.,.,12,-12,.
Cc1ccc(S(=O)(=O)C2(C(=O)NCc3ccccc3Cl)CC2)cc1,-6,-17,-7,9,-1.3,1,-1,-14,-0.5
CCOC(=O)C1(C)CCCN1C(=O)c1c(F)cccc1F (stereo not drawn),-4,.,-2,7,.,.,1,-12,.
CC(C)CN(C(=O)CCC(=O)OCc1ccc(Cl)cc1Cl)c1c(N)n(CC(C)C)c(=O)[nH]c1=O,-32,-16,-4,6,-0.2,-13,8,-1,-0.2

# Further structures follow.
SMILES,TAAR1 antagonist,CHO parental Ca,M1 ag,CHRM1 PAM,V1aR counter,OXTR potentiate,TAAR1 agonist,CHRM1 antagonist,OXTR agonist
CCCCNC(=O)CSc1nc2ccc(N3CCOCC3)cc2c(=O)n1Cc1ccc(OC)cc1,-7,.,2,-2,.,.,0,7,.
Cc1cc(=O)oc(C)c1C(=O)N[C@@H](Cc1ccccc1)C(=O)O,-7,0,2,18,0.7,-4,0,-4,-0.2
CCN(CC)C(=O)Cn1nc(-c2ccc(Cl)cc2)c2ccccc2c1=O,-8,-30,0,0,0.8,-9,4,-6,-1.5
Cc1ccc(C(=O)Nc2cccc(C(F)(F)F)c2)cc1Nc1cncnc1,-26&16,5,-7&-2,2&2,-0.3,-14,-1&5,-6&-9,1.3
CC1CCCN(c2nc(-c3cccnc3)nc3scc(-c4ccccc4)c23)C1 (stereo not drawn),-8,-26,-10,-10,0.0,-3,0,15,-0.2
O=C(COC(=O)CCCN1C(=O)c2cccc3cccc(c23)C1=O)Nc1cccc(C(F)(F)F)c1,24,-29,-3,-4,1.9,-7,3,8,-0.2
Cc1ccccc1-c1nnc(-c2cccc3ccccc23)o1,-39,.,0,0,.,.,0,1,.
Cn1c(=O)c2c(nc(Br)n2CC(=O)C23CC4CC(CC(C4)C2)C3)n(C)c1=O,30,-16,-3,6,0.2,10*,18,-8,-1.0
O=C(NCCCN1CCOCC1)C(=O)NCC1OCCCN1S(=O)(=O)c1cc(F)ccc1F (stereo not drawn),-11,-14,-6,1,2.0,-3,0,-3,-0.6
O=C(Cc1nc(-c2ccc(Br)s2)cs1)NCCN1CCOCC1,9,-35,-6,3,-1.3,-6,-2,-3,-1.8
COCCCn1c2nc3ccccc3nc2c2c(=O)n(Cc3ccc(Cl)cc3)cnc21,8,-29,-4,-1,-0.9,-7,4,4,-0.7
CC(C)C(=O)N(Cc1ccccc1)S(=O)(=O)c1ccc2c(c1)oc(=O)n2C,-6,-12,-4,-2,3.5,-5,-1,3,1.1
COC(=O)Cc1ccc(NC(=S)NCCC(C)C)cc1,-7,1,-4,8,2.9,-5,2,-7,-0.1
CC(Nc1nc(-c2ccc(F)cc2)cs1)c1nc2cc(Cl)c(N3CCCCC3)cc2n1CCOCCO (stereo not drawn),-4,-25,-2,11,0.7,-2,6,-3,-0.8
COc1cccc(-c2cc(=O)[nH][nH]2)c1,-7,7,-5,0,0.0,-11,5,-5,1.1
CCN(CC)c1ccc(CNc2nc3ccccc3n2CC)cc1,-24,-22,-3,1,0.9,-7,4,-6,1.7
Cc1cc(Cl)ccc1OCc1nnc2n1CCCCC2,1,2,1,13,-0.8,-1,3,-14,-1.4
O=c1[nH]cccc1-c1nc2ccccc2n1Cc1cccc(Cl)c1,5,-10,-4,-11,1.4,-4,1,23,1.9
Cc1noc(/C=C/N(C)C)c1S(=O)(=O)N1CCCC(C(=O)NC2CCCCC2C)C1 (stereo not drawn),-12,-3,-5,4,0.6,-3,-1,-16,-0.9
CC1=C(/C=C/C(C)=N\NC(=O)c2ccncc2)C(C)(C)CCC1,0,-12,-1,8,0.6,-2,1,3,0.7
COc1ccccc1-c1sc2ccccc2c1-c1ccc2c(c1)OCCO2,-11,-17,-4,-3,0.2,-4,-1,5,0.0
CC[C@H](NC(=O)/C=C/[C@H]1O[C@@H](n2cc(C)c(=O)[nH]c2=O)C[C@@H]1O)c1ccccc1,-5,.,-4,6,.,.,3,-33,.
CCN(CC)S(=O)(=O)c1ccc(NC(=S)Nc2ccc(F)cc2)cc1,6,4,-3,-1,0.1,-14,10,-6,2.8
O=c1cnnc(Nc2cccc(C(F)(F)F)c2)[nH]1,9,-9,-5,9,1.0,-19,11,-6,0.0
CCOC(=O)c1sc(CS(=O)(=O)c2ccc(Cl)cc2)nc1C,-8,-19,-5,5,-0.3,-3,-2,-8,-2.9
Cc1ccc(OCC(=O)N2CCN(C(=O)c3ccco3)CC2)cc1,-6,-3,-4,3,0.6,-6,0,-10,-0.1

# Two compounds picked at random from the list so far:
SMILES,TAAR1 antagonist,CHO parental Ca,M1 ag,CHRM1 PAM,V1aR counter,OXTR potentiate,TAAR1 agonist,CHRM1 antagonist,OXTR agonist
Cc1cc(=O)oc(C)c1C(=O)N[C@@H](Cc1ccccc1)C(=O)O,-7,0,2,18,0.7,-4,0,-4,-0.2
Cn1c(=O)c2c(nc(Br)n2CC(=O)C23CC4CC(CC(C4)C2)C3)n(C)c1=O,30,-16,-3,6,0.2,10*,18,-8,-1.0
